# SKKanGAS inh: blocks kanamycin growth of S. pyogenes SKKanGAS strain. BacTiter-Glo, 6 h. AID 1662. hit rate 1.3% among 300,000. inhibition, % at 7.5 µM;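 active means mean replicate score, as percent of positive control median, at least 50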;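 further: strain carries kanamycin resistance gene driven by streptokinase promoter and grows in 40 µg/ml kanamycin; loss of luminescence reflects streptokinase promoter inhibition or plain growth inhibition; 0% = median of DMSO wells and 100% = positive control at its reference dose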
# MrgX1 agonist: human MrgX1 receptor agonism, primary screen. Q96LB2. MrgX1-HEK293 cells, Fluo-4 calcium fluorescence, agonist mode; hits give high values. B-score at 10 µM. hit rate 0.44% among 310,000;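 active means calcium response B-score plate-corrected fluorescence ratio at least 3 library SD, with starting fluorescence B-score inside 5 SD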
#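 Material – MrgX1-expressing HEK293 cells · Input – 15,000 cells seeded per well · Dosing – compound as first of three additions · Times – overnight seeding, then 1 h dark dye loading · Measured by – kinetic Fluo-4 NW fluorescence of intracellular calcium · Read-out – B-scored fluorescence response ratio · Benchmarks – positive and negative control wells on each plate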
# TRPC6 inh: mouse TRPC6 channel inhibition | hit rate 1.1% among 310,000 | Q61143 | HEK293-TRPC6, membrane potential dye, ACh-evoked depolarization; hits give low values | B-score at 10 µM;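 active means B-score under library mean minus 3 SD, initial fluorescence not abnormally high, positive integrated signal ratio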;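 further: B-score derived from integrated fluorescence ratio over the kinetic read; more negative B-score means stronger inhibition of depolarization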
# Target sequence (Q61143 whole entry, looked up): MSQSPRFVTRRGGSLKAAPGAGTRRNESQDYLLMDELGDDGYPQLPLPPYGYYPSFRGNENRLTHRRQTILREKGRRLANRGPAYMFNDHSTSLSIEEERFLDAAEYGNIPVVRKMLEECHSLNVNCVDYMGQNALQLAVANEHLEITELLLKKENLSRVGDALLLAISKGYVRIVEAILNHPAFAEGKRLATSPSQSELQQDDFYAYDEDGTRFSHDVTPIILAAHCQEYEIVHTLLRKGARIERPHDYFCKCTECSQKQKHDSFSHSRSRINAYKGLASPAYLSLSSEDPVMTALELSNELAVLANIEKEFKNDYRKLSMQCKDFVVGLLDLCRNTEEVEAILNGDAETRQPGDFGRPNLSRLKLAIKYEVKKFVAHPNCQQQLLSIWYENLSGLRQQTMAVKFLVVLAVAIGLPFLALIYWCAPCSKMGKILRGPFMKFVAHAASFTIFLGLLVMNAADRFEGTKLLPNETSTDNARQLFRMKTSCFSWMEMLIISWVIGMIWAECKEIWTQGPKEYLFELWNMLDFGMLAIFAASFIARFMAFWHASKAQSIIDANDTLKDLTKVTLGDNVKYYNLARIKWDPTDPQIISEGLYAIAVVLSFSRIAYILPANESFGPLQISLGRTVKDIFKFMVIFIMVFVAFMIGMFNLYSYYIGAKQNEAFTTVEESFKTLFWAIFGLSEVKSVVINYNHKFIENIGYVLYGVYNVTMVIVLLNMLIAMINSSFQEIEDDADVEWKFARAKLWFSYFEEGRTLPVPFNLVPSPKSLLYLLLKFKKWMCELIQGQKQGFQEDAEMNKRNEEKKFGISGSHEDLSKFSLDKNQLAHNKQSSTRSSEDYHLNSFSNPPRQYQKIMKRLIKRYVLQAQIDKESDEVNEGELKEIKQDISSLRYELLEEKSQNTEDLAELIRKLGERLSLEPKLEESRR
# TRPC6 activator: activators of mouse TRPC6 channel; Q61143; HEK293-TRPC6 membrane potential dye fluorescence; hits give high values; B-score at 10 µM; hit rate 0.13% among 310,000;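 active means B-score of the integrated fluorescence ratio above library mean plus 3 SD, and starting fluorescence ratio within library mean plus 5 SD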;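 further: higher score means more depolarization so channel activation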
# TMEM16A inh: blocks the mouse calcium-activated chloride channel TMEM16A; Q8BHY3; normalized B-score (activity score, 25-100; higher = stronger inhibition) at 10 µM; HEK293 TMEM16A/YFP iodide influx fluorescence, ionomycin; hit rate 1.2% among 310,000;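 active means ratio plate-corrected score three or more library SD toward inhibition, starting fluorescence score within five deviations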;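 further: score derived from kinetic fluorescence span divided by baseline fluorescence per well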
# TRPC4 block: blocks the mouse TRPC4 cation channel; Q9QUQ5; HEK293 TRPC4beta/mu-opioid, DAMGO-evoked Fluo4 calcium flux; hits give low values; B-score at 10 µM; hit rate 0.39% among 300,000;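 active means B-score over 3 SD under the library average, no early fluorescence shift, positive overall ratio signal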
#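 Assay system: HEK293 cells with stable TRPC4beta plus mu-opioid receptor expression. Dosing: single dose. Measured by: Fluo4 Ca2+ flux fluorescence. Also added: DAMGO in two steps, submaximal then maximal. Read-out: B score from integrated Fluo4 fluorescence ratio.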
# MrgX1 antag: blocks BAM8-22 activation of human MrgX1 receptor; AID 588676; Q96LB2; hit rate 1.3% among 310,000; MRGX1-HEK293 calcium flux, Fluo-4, BAM8-22 antagonism; hits give low values; B-score at 10 µM;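 active means calcium-response B-score plate-corrected more than 3 library SD below zero, starting fluorescence within 5 deviations, no agonist response on first addition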;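 further: peak minus trough fluorescence over baseline after final BAM8-22 challenge near maximal dose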
# TRPC4 agonist: activators of mouse TRPC4 channel; Q9QUQ5; HEK293 TRPC4beta/mu-opioid, Fluo4 calcium fluorescence; hits give high values; B-score at 10 µM; hit rate 0.49% among 310,000; AID 2237;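 active means B-score above 5 SD of library B-scores, and initial fluorescence ratio not above library mean plus 5 SD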;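 further: positive B-score marks a calcium rise read as TRPC4 activation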
#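 Assay system – TRPC4beta and mu-opioid receptor HEK293 stable cells · Measured by – Fluo4 fluorescence, kinetic · Schedule – dye loading 45 min room temperature, 110 s kinetic read · Read-out – B-scored integrated calcium fluorescence ratio · Controls – buffer and maximal DAMGO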
# ANO1 activ: activators or potentiators of mouse TMEM16A chloride channel. hit rate 0.3% among 340,000. B-score at 10 µM. HEK293 TMEM16A/YFP-H148Q/I152L, iodide quench fluorescence; hits give low values;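 active means fluorescence-ratio B-score plate-corrected deviation score at least 3 library SD below zero, with starting fluorescence score within 5 deviations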;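 further: channel opened by trigger with iodide after compound preincubation; score built on the fluorescence ratio of max minus min over baseline; more negative score means more quench and so TMEM16A activation or potentiation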
# TRPC4 potent: TRPC4 (mouse) allosteric potentiation; Q9QUQ5; HEK293 TRPC4beta/mu-opioid, DAMGO EC20, Fluo-4 Ca2+ flux; hits give high values; hit rate 0.42% among 310,000; AID 2227; B-score at 10 µM;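 active means B-score of calcium response area above 5 SD of library B-scores, with initial fluorescence ratio within 5 SD of library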;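 further: B-score of integrated fluorescence ratio over time as area under calcium response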
# MrgX1 PAM: human MrgX1 positive allosteric modulation, primary screen | Q96LB2 | MrgX1-HEK293, Fluo-4 calcium flux, FDSS; hits give high values | B-score at 10 µM | hit rate 0.63% among 310,000 | AID 588675;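 active means plate-corrected calcium response at least 3 library SD above typical, normal starting fluorescence, not activating the receptor alone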;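 further: compound read alongside a low EC10 to EC30 dose of BAM8-22 agonist; peak minus trough fluorescence over baseline measured at the second addition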
# Starred values were filed as active, the others as inactive; i = inactive; . = no result given.
nr	SMILES	SKKanGAS inh	TRPC6 inh	TRPC4 block	MrgX1 PAM	MrgX1 antag	TRPC6 activator	TRPC4 agonist	MrgX1 agonist	TRPC4 potent	ANO1 activ	TMEM16A inh
1	O=C(NCC(=O)N(Cc1ccccc1)C(C(=O)NCC1CCCO1)c1ccccc1)c1cccs1 (stereo unspecified)	-1.8	i	i	i	i	i	i	i	i	i	i
2	Cc1ccnc(NC(=O)c2cc3cc(F)ccc3s2)c1	2.4	i	i	i	i	i	i	i	i	i	i
3	COc1ccccc1/C=C1\SC(=S)N(CCC(=O)NNC(=O)c2ccccc2O)C1=O	51.9*	i	i	i	i	i	i	i	i	i	i
4	CCC(=O)c1c(NCCc2ccccc2)cc(C)oc1=O	0.2	i	i	i	i	i	i	i	i	i	i
5	Cc1cc(C)n(C(=O)C2CCCN2S(=O)(=O)c2ccc(Cl)cc2)n1 (stereo unspecified)	11.1	i	i	i	i	i	i	i	i	i	i
6	CCOc1ccc(CCNC(=O)Cn2nc(C)n3cccc3c2=O)cc1OCC	2.6	i	i	i	i	i	i	i	i	i	i
7	Cc1oc(S(=O)(=O)N2CCOCC2)cc1C(=O)Nc1ccc(F)cc1	-3.7	i	i	i	i	i	i	i	i	i	i
8	Cc1ccc(CNC(=O)c2ccc(N3CCC4(CC3)CC(c3cccc(Br)c3)=NO4)c(NC(=O)c3ccccc3)c2)cc1	8.0	i	.	i	i	i	i	i	i	i	i
9	O=C(CN1C(=O)C2CCCCC2C1=O)Nc1cc(C(F)(F)F)ccc1N1CCCC1 (stereo unspecified)	0.3	i	i	i	i	i	i	i	i	i	i
10	CC(C)CC(=O)C(=O)O	.	.	.	i	i	.	.	i	.	i	i
11	CCOC(=O)N1CCN(C(=O)CCCn2c(=S)[nH]c3ccccc3c2=O)CC1	-1.3	i	i	i	i	i	i	i	i	i	i
12	Cc1ccccc1-c1c(C)oc2cc(O)ccc2c1=O	0.8	i	i	i	i	i	i	i	i	i	i
13	Cc1cccc(NC(=O)CN2C(=O)N/C(=C/c3cc(C)n(-c4cccnc4)c3C)C2=O)c1	3.3	i	i	i	i	i	i	i	i	i	i
14	CC(O)CN(Cc1ccc(Cl)cc1)CC(C)O (stereo unspecified)	2.9	i	i	i	i	i	i	i	i	i	i
15	CCCn1c(-c2ccc[nH]c2=O)nc2cc(C)c(C)cc21	-4.6	i	i	i	i	i	i	i	i	i	i
16	Cc1cccc(NC(=O)CCN2CCN(C)CC2)c1	-0.4	i	i	i	i	i	i	i	i	i	i
17	COc1ccccc1CN1C(=O)[C@@H]2Cc3c([nH]c4ccccc34)C(C)(C)N2C1=O	24.9	i	i	i	i	i	i	i	i	i	i
18	COC(=O)c1cc(NC(=O)CC2C(=O)NCCN2C(=O)c2ccc(F)cc2)cc(C(=O)OC)c1 (stereo unspecified)	2.7	i	i	i	i	i	i	i	i	i	i
19	COC(=O)NC(=S)Nc1ccc(Oc2ccc(Cl)cc2Cl)c(Cl)c1	18.5	i	i	i	i	i	i	i	i	i	i
20	COC(=O)c1cccc(NC(=O)CSc2nnc(C3CC3)n2C)c1	-6.9	i	i	i	i	i	i	i	i	i	i
21	Cn1nnc(NC(=O)c2ccc([N+](=O)[O-])cc2Cl)n1	3.5	i	i	i	i	i	i	i	i	i	i
22	COC(=O)C(C)Sc1nc2c(cnn2-c2ccccc2)c(=O)[nH]1 (stereo unspecified)	1.3	i	i	i	i	i	i	i	i	i	i
23	O=C(COC(=O)c1cccc(S(=O)(=O)N2CCOCC2)c1)NCCc1ccccc1	3.2	i	i	i	i	i	i	i	i	i	i
24	CSc1cccc(N2CC(C(=O)NCCC3=CCCCC3)CC2=O)c1 (stereo unspecified)	3.3	i	i	i	i	i	i	i	i	i	i
25	Brc1ccccc1OCCN1CCOCC1	2.6	i	i	i	i	i	i	i	i	i	i
26	C[n+]1ccn(CC(=O)c2ccc(Cl)cc2)c1	-6.7	i	i	i	i	i	i	i	i	i	i
27	CCOC(=O)Cn1nc(C)c(NC(=O)CCc2ccc(OC)cc2)c1C	9.0	i	i	i	i	i	i	i	i	i	i
28	CCOC(=O)C1(Cc2cccc(OC)c2)CCN(Cc2cccc(OC)c2O)CC1	-0.7	i	i	i	i	i	i	i	i	i	i
29	COc1ccc(CC(=O)Nc2nc(C(C)(C)C)cs2)cc1	-0.4	i	i	i	i	i	i	i	i	i	i
30	COc1ccc(C(=O)Nc2ccc(N3CCC(C)CC3)cc2)cc1Br	-2.1	i	i	i	i	i	i	i	i	i	i
31	NNC(=O)c1cccc(S(=O)(=O)Nc2cccc(C(F)(F)F)c2)c1	-3.8	i	i	i	i	i	i	i	i	i	i
32	C1CCc2c(nc3nnnn3c2N2CCOCC2)C1	-2.7	i	i	i	i	i	i	i	i	i	i
33	CCOC(=O)Cc1c(C)nc2c(-c3ccc(Cl)cc3)c(C)nn2c1C	-4.8	i	i	i	i	i	i	i	i	-4.76*	i
34	CNC(=S)NNC(=O)c1ccccc1F	-8.3	i	i	i	i	i	i	i	i	i	i
35	N#C/C(=C\c1cn(Cc2ccccc2F)c2ccccc12)C(=O)NCc1ccco1	-5.2	i	i	i	i	i	i	i	i	i	i
36	CN(C(=O)C1CCOC1)c1nnc(-c2ccccn2)s1 (stereo unspecified)	-6.1	i	i	i	i	i	i	i	i	i	i
37	COc1ccc(CCNC(=O)CN2C(=O)c3ccccc3C2=O)cc1	8.1	i	i	i	i	i	i	i	i	i	i
38	CCN1CCN(c2ncc(C(=O)Nc3cc(Cl)c(OC)cc3OC)c3ccccc23)CC1	-0.1	i	i	.	.	i	61*	.	i	i	.
39	COc1ccc(-n2nnnc2SC(C)C(=O)NCC(=O)Nc2ccc(F)c(F)c2F)cc1 (stereo unspecified)	-0.7	i	i	i	i	i	i	i	i	i	i
40	O=C(CNS(=O)(=O)c1ccccc1)NCC(=O)OCc1ccc(C(=O)c2ccccc2)cc1	1.3	i	i	i	i	i	i	i	i	i	i
41	CCOc1ccc(S(=O)(=O)N(C)CC(=O)NC2CCCC2)cc1	-1.6	i	i	i	i	i	i	i	i	i	i
42	CC(=O)C1=C(NC(=O)c2ccc(F)cc2)CC2C1C2(C)C (stereo unspecified)	11.2	i	i	i	i	i	i	i	i	i	i
43	CCn1cc(C(=O)N[C@H](C(=O)NC(C)(C)CO)C(C)C)c(=O)c2cc3c(cc21)OCO3	4.5	i	i	i	i	i	i	i	i	i	i
44	COc1ccc(O)c(C(=O)c2cc(C#N)c(=O)n(CCN3CCOCC3)c2)c1	2.8	i	i	i	i	i	i	i	i	i	i
45	C=CCNC(=O)NC(=O)CSc1nc2cc([N+](=O)[O-])ccc2n1-c1cccc(C(F)(F)F)c1	-0.8	i	i	i	i	i	i	i	i	i	i
46	COc1ccc(NC(=O)c2oc3cc(C)c(C)cc3c2C)c(OC)c1	-3.0	i	i	i	i	i	i	i	i	i	i
47	CCN1CCN(Cc2cc(=O)oc3cc4c(cc23)CCC4)CC1	0.5	-5.07*	i	i	i	i	i	i	i	i	i
48	CCc1cc(C=NC2CCCCC2)c(O)s1	1.4	i	i	i	i	i	i	i	i	i	i
49	O=[N+]([O-])c1ccc(C(=Nc2cccc3ccccc23)N2CCOCC2)cc1	-11.0	i	i	i	i	i	i	i	i	i	i
50	Cc1ccc(N(CC(=O)NCCSCc2ccco2)S(=O)(=O)c2ccc(C)cc2)cc1	6.7	i	i	i	i	i	i	i	i	i	i
51	CC(NC(=O)CCCc1ccccc1)c1ccncc1 (stereo unspecified)	-0.7	i	i	i	i	i	i	i	i	i	i
52	Cc1ccccc1SCC(=O)NC1CCOC1=O (stereo unspecified)	-2.1	i	i	i	i	i	i	i	i	i	i
53	CCC(=O)Nc1cccc(NC(=O)CSc2nc3c(c(=O)n(C)c(=O)n3C)n2C)c1	-3.3	i	i	i	i	i	i	i	i	i	i
54	CC(C)NC(=S)NNc1nc2ccccc2s1	24.4	i	i	i	i	i	i	i	i	i	i
55	O=[N+]([O-])c1ccccc1O[C@@H]1O[C@H](CO)[C@H](O)[C@H](O)[C@H]1O	-4.7	i	i	i	i	i	i	i	i	i	i
56	COc1ccc(C(=O)N2CCCCCC2)cc1OC1CCN(C(C)=O)CC1	0.3	i	i	i	i	i	i	i	i	i	i
57	COc1ccc(C2=NN(c3ccccc3)C(c3cn(CCC(=O)O)nc3-c3ccccc3)C2)cc1 (stereo unspecified)	30.6	i	i	i	i	i	i	i	i	i	i
58	Cc1cccc(C(C)(C)C)c1OCCn1ccnc1	12.2	i	i	i	i	i	i	i	i	i	i
59	Cc1nc2scc(C)n2c(=O)c1S(=O)(=O)NCC1CCN(Cc2ccc(Cl)cc2)CC1	-1.2	i	i	i	i	i	i	i	i	i	i
60	Oc1c(-c2cc(-c3ccco3)[nH]n2)ccc2ccccc12	32.5	i	i	i	i	i	i	i	i	i	i

# Next results follow:
nr	SMILES	SKKanGAS inh	TRPC6 inh	TRPC4 block	MrgX1 PAM	MrgX1 antag	TRPC6 activator	TRPC4 agonist	MrgX1 agonist	TRPC4 potent	ANO1 activ	TMEM16A inh
61	Cc1cc(C)c(C(N)=O)c(NCCc2ccccc2)n1	-1.2	i	i	i	i	i	i	i	i	i	i
62	COc1ccccc1N(C)S(=O)(=O)c1ccc(Cl)c(C(=O)Nc2ccncc2)c1	1.4	i	i	i	i	i	i	i	i	i	i
63	Cn1nccc1C(=O)N1CCCC(Nc2ccc(F)cc2)C1 (stereo unspecified)	1.4	i	i	i	i	i	i	i	i	i	i
64	CCCC(O)(CCN(C)C)c1ccc(OC)cc1 (stereo unspecified)	1.2	i	i	i	i	i	i	i	i	i	i
65	CCNc1ccc(S(=O)(=O)N(C)C)cc1NCC(=O)Nc1ccccc1F	-4.5	i	i	i	i	i	i	i	i	i	i
66	CCOC(=O)COc1cc(N2C(=O)CSCC2=O)c(Cl)cc1Cl	1.3	i	i	i	i	i	i	i	i	i	i
67	COc1ccc(NC(=S)NCC(O)c2ccccc2)c(OC)c1 (stereo unspecified)	1.0	i	i	i	i	i	i	i	i	i	i
68	Cc1ccc(N(CC(=O)NCC2CCCO2)S(=O)(=O)c2ccccc2)c(C)c1 (stereo unspecified)	14.3	i	i	i	i	i	i	i	i	i	i

# High-throughput results (PubChem)
